Bim-Mcl-1: human Bim-Mcl-1 interaction inhibition | Bead-based flow cytometry, Bim peptide-Mcl-1 binding | AID 1009 | 190,000 compounds, 0.1% hits | inhibition, % at 10 µM | Q07820; in the data active = inhibition above about 40%;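 also: 0% = no compound tracer wells and 100% = peptide blocker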
ABCB1 inh: human ABCB1 inhibition, ABCG2 as counter-screen. CCRF-Adr cells, JC-1 efflux, flow cytometry. P08183. 190,000 compounds, 0.067% hits. inhibition, % at 6.6 µM; in the data active = inhibition above about 40%;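 also: 0% = vehicle and 100% = reference inhibitor; higher value means more JC-1 retained so stronger ABCB1 efflux block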
Target sequence (P08183 whole entry, looked up): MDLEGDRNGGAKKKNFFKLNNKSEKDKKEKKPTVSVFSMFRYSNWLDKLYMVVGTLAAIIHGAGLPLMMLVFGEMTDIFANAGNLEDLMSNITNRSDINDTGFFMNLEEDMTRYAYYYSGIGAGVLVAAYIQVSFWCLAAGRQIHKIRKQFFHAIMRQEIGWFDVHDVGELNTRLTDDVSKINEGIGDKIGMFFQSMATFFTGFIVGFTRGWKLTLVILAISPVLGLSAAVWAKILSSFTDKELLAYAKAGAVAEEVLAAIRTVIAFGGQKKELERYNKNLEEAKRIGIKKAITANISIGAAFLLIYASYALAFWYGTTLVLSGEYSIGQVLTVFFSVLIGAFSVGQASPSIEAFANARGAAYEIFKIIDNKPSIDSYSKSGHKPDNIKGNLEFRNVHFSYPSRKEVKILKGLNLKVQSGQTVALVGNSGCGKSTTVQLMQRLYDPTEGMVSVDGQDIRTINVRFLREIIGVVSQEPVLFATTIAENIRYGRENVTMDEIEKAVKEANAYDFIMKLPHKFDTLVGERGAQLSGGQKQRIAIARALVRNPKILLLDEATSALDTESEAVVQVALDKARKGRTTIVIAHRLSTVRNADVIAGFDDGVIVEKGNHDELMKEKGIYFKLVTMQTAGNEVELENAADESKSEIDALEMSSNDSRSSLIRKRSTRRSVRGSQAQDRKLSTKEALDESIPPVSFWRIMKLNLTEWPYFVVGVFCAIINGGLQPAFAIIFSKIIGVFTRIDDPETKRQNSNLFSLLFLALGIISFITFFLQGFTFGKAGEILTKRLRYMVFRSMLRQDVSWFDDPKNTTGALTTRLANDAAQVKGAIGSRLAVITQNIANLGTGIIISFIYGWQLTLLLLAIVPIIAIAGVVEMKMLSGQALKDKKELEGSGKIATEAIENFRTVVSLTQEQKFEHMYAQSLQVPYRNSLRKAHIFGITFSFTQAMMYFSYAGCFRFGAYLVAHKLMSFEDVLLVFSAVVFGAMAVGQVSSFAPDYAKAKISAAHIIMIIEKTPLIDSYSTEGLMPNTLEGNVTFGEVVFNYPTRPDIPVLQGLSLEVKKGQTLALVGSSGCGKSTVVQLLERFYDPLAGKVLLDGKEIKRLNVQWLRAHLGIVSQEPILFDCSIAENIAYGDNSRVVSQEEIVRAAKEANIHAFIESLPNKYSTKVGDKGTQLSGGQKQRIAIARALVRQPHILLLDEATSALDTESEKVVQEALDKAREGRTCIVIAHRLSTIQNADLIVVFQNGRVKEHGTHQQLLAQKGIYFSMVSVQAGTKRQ
Mcl1 Noxa PPI: disrupts binding of human Mcl-1 to Noxa peptide; 220,000 compounds, 1.5% hits; Q07820; inhibition, % at 21.7 µM; TR-FRET Mcl-1/Noxa peptide binding, 2 h;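 active = compounds that cut the protein-peptide binding signal by more than 50% relative to plate controls in a single-dose test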;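 also: His-tagged Mcl-1 with rhodamine Noxa BH3 peptide and terbium anti-His antibody; 0% = Mcl-1 plus Noxa peptide wells and 100% = peptide-only wells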
RGS7-Gao reg: modulates binding of RGS7 to human Galphao | P09471 | Multiplexed bead flow cytometry; actives lie on both sides | binding response (% of control), % at 10 µM | 220,000 compounds, 0.35% hits | AID 1439; in the data active = binding response below about 49% or above about 150%; inconclusive = no clear call, values can overlap the other calls; inactive = in between;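 also: fluorescent Galphao held in activated GDP-AlF4 state binding bead-coupled RGS7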
ABCG2 inh: blocks JC-1 efflux by human ABCG2 transporter; Q9UNQ0; IgMXP3 cells, flow cytometry; inhibition, % at 6.6 µM; 190,000 compounds, 0.1% hits; AID 1325;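 active = inhibition above 80%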;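 also: 0% = DMSO and 100% = nicardipine control wells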
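Test system: ABCG2 IgMXP3 and barcoded ABCB1 CCRF-Adr cell mix; Schedule: cells with compound and JC-1, 10 min at 25 °C, rotating, no wash; Technique: flow cytometry of retained JC-1 fluorescence; Measure: % inhibition of efflux relative to nicardipine and DMSO; Controls: nicardipine high and DMSO low controls.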
GSH bead fluor: compound fluoresces at 488/530 nm on GSH beads. AID 1776. 190,000 compounds, 0.25% hits. GSH beads flow cytometry, compound fluorescence 488/530 nm; active compounds read high. fluorescence (KMESF) at 10 µM; in the data active = fluorescence above about 89;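 also: glutathione beads carrying GST-tagged Bcl family fusion proteins plus one bare bead set; values are compound well signal with DMSO vehicle wells as background; inactives centre near 16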
Avidin fluor: compound fluoresces at 488/530 nm on avidin beads | compound fluorescence 488/530 nm, flow cytometry; active compounds read high | fluorescence (KMESF) at 10 µM | 220,000 compounds, 0.38% hits | AID 1775; in the data active = fluorescence above about 47; also: inactives centre near 10
RGS8-Gao: human RGS8-Galphao interaction regulation. multiplexed bead flow cytometry, RGS8-Galphao binding; actives lie on both sides. response (percent of control binding), % at 10 µM. 220,000 compounds, 0.34% hits; in the data active = response below about 60% or above about 140%; inactive = in between;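 also: Galphao activated as the GDP aluminium fluoride complex binding bead-coupled RGS8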
Mcl1-Bid inh: Mcl-1/Bid interaction inhibition | Q07820 | TR-FRET Mcl-1/Bid-Dy647 peptide binding, 1536-well | 220,000 compounds, 0.97% hits | inhibition, % at 21.7 µM | AID 1021;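 active = compounds that cut the binding signal by more than half at the single screening dose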;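 also: His-tagged Mcl-1 with europium anti-His antibody binding Bid BH3 peptide; 0% = Mcl-1 plus peptide wells and 100% = peptide-only wells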
RGS4-Gao reg: human RGS4-Galphao interaction regulation; Multiplexed bead flow cytometry, RGS4-Galphao binding; actives lie on both sides; 220,000 compounds, 0.33% hits; binding response (% of control), % at 10 µM; AID 1415; P09471; in the data active = binding response below about 49% or above about 150%; inactive = in between;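 also: fluorescent Galphao activated with aluminum fluoride binding bead-coupled RGS4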
Pf gamet viab: kills late stage P. falciparum gametocytes | P. falciparum stage V gametocytes, ATP luminescence, 24 h | inhibition, % at 10.9 µM | 150,000 compounds, 0.065% hits | AID 743093;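 active = inhibition above the mean plus 3 SD of compounds within the control limits, set per campaign, cut at about 38% in these data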;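 also: 0% = DMSO wells and 100% = medium only without gametocytes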
Numbers without * were called inactive; ? = inconclusive; · = no result given; & = joins results of further samples. Hits appear at their usual frequency, and some 3.3% of all compounds hit somewhere here.

Values run as follows: Bim-Mcl-1	ABCB1 inh	Mcl1 Noxa PPI	RGS7-Gao reg	ABCG2 inh	GSH bead fluor	Avidin fluor	RGS8-Gao	Mcl1-Bid inh	RGS4-Gao reg	Pf gamet viab
O=[N+]([O-])c1ccc(COc2ccc(-c3[nH]ncc3-c3ccc(Cl)cc3)c(O)c2)cc1
→ -3	0.0	-14	91	1	18	9	87	-15	97	-19
COc1cccc(N/C(N)=N/c2nc(CSc3ccccn3)cc(=O)[nH]2)c1
→ -4	0.3	-1	98	3	15	13	102	10	100	·
O=C(CN1CCCC1)NC12CC3CC(CC(C3)C1)C2
→ 0	-0.1	5	100	-1	7	14	101	-31	100	-21
Cc1cc(Nc2ccccc2)c2c([N+](=O)[O-])c(C)cc(C)c2n1
→ -3	0.2	6	99	2	18	10	104	-11	102	-4
COc1ccccc1NC(=O)CN(c1ccc([N+](=O)[O-])cc1)S(=O)(=O)c1ccccc1
→ -1	3.2	7	79	25	15	6	85	-17	113	-19
CCn1nc(C(=O)OCc2c(C)noc2C)c2ccccc2c1=O
→ 0	1.8	9	102	4	12	12	102	28	101	·
O=C1CC(c2ccccc2)CC(O)=C1C=NCc1ccccc1 (stereo unspecified)
→ -2	1.6	-10	96	7	9	9	99	-16	103	0
Cc1cc(C)cc(CC2CC(=O)N(c3ccc(Cl)cn3)C2=O)c1 (stereo unspecified)
→ 3	0.5	1	97	2	5	9	100	-4	99	-7
CCCCNC(=O)N1CCOCCOCCN(C(=O)NCCCC)CCOCCOCC1
→ -2	-0.4	-20	99	-1	30	22	100	-14	99	-1
CCOC(=O)Nc1ccc2c(c1)N(C(=O)C(C)N1CCCC1)c1ccccc1CC2 (stereo unspecified)
→ -3	1.3	18	101	2	24	12	99	-14	104	·
O=C(CCc1ccccc1)N1CCN(c2ccccc2F)CC1
→ 0	0.8	16	?	13	16	11	100	-14	101	9
COC(=O)c1cc(OC)c(OC)cc1NC(=O)CSc1ccccc1
→ -4	5.0	-8	100	10	16	12	103	1	103	·
CCOC(=O)C1CCN(c2c([N+](=O)[O-])c(C(Cl)Cl)nn2-c2ccccc2)CC1
→ -5	-1.2	23	100	-5	18	5	100	14	99	·
COc1ccc(OC)c(CN2CCN(C(=O)c3cccs3)CC2)c1
→ 1	0.9	20	100	2	34	17	102	24	106	-4
Cc1cc(C)c(C#N)c(N2CCN(CCOc3ccc(Cl)cc3)CC2)n1
→ 0	0.6	4	103	9	15	20	101	-25	102	-17
CCN(CC)CCCNC(=O)CCc1ccccc1
→ -5	1.1	23	98	13	25	12	98	-32	97	-15
O=C(CSc1cn(CC(=O)N2CCCCC2)c2ccccc12)NCC1CCCO1 (stereo unspecified)
→ -3	0.1	16	98	1	12	21	100	-27	97	3
CC(=O)Nc1ccc(S(=O)(=O)/N=C2/NC(=O)/C(=C\c3ccco3)S2)cc1
→ 0	-0.8	33	95	2	19	6	98	-27	101	-7
CCOC(=O)N1CCN(C(=S)NC(C)(C)C)CC1
→ -3	0.7	6	100	4	28	5	101	-24	97	11
CC(=O)NC1C(Oc2cccc(C)c2)OC2COC(c3ccco3)OC2C1O (stereo unspecified)
→ -2	·	5	108	2	10	16	105	-34	101	-5
Cc1ccc(N(Cc2ccco2)C(=O)c2cccc(S(=O)(=O)N(C)C)c2)cc1
→ -1	-0.3	-15	101	0	28	6	100	14	98	·
Cc1ccc(N2C(=O)NC(NC(=O)C(C)(C)C)(C(F)(F)F)C2=O)cc1C (stereo unspecified)
→ -2	1.7	3	99	7	9	6	102	-2	99	-3
Cn1cccc1CNC(=O)Nc1ccc(Cl)cc1
→ 0	0.2	·	104	24	31	13	100	·	107	·
COc1ccc(Cn2c(SCC#N)nc3ccc(N4CCOCC4)cc3c2=O)cc1
→ 0	2.2	29	91	9	25	8	95	-35	98	6
CN(Cc1cnn(C)c1)Cc1nc(C(c2ccccc2)c2ccccc2)no1
→ -4	0.3	5	98	1	19	5	93	-15	92	-5
C/C(=N\OCC(=O)Nc1ccccc1C(C)(C)C)c1ccc2c(c1)OCCO2
→ -3	1.1	0	96	6	18	6	98	-19	97	-11
COCCCNCC(=O)Nc1ccc(OC(F)(F)F)cc1
→ 0	0.3	8	98	14	19	33	100	-5	100	-10
CCCn1c(CCC(=O)O)nc2cc(S(=O)(=O)N(CC)CC)ccc21
→ ·	·	2	?	·	·	·	104	5	107	7
COc1ccccc1NC(=S)N1CCN(Cc2ccccc2)CC1
→ -1	-0.4	-1	110	-4	21	9	118	-68	106	-7
CC1CN(c2ccc([N+](=O)[O-])cc2Cl)CCN1S(C)(=O)=O (stereo unspecified)
→ ·	·	0	?	·	·	7	103	-82	104	14
O=C(CSC1=NCCS1)NC1CCCCC1
→ -4	0.9	7	100	4	10	8	99	-31	98	-1
COC(=O)CSc1nc(-c2ccc(C)cc2)c2c(c1C#N)CCCC2
→ -6	0.1	-17	99	2	22	6	96	61*	101	·
Cc1cc(C(=O)NCC(=O)O)c(C)o1
→ 4	0.2	8	96	1	13	14	98	-61	96	4
O=C(COC(=O)c1cccnc1Cl)c1ccc(F)cc1
→ 4	0.5	4	104	15	13	12	105	-31	101	7
CC(=O)c1cc(C(C)=O)c(C)nc1C
→ 1	0.6	-1	98	5	12	11	101	-23	100	2
O=C(NC1CCCC1)C1CCN(c2cnccn2)CC1
→ 0	-0.5	2	94	2	14	10	98	-6	102	-3
O=S(=O)(c1ccccc1)N1CCN(c2nnc(-c3ccccc3)c3ccccc23)CC1
→ ·	·	-21	?	·	·	7	103	1	102	8
CC(NC(=O)Cc1ccccc1[N+](=O)[O-])c1ccccc1 (stereo unspecified)
→ -10	2.5	-7	105	13	19	6	101	-25	102	4
COc1ccc(CCN(Cc2cc3cc(C)ccc3[nH]c2=O)C(C)=O)cc1OC
→ 0	0.4	5	101	3	15	14	102	4	102	2
Cc1nc(-c2ccccc2)sc1C(=O)/C=C/c1ccccc1
→ 1	0.2	-2	97	0	19	30	102	-6	101	-2
Cc1cccn2cc(CNC(=O)CC3CCCC3)nc12
→ 0	0.2	-4	96	1	29	8	101	-19	97	·
Cc1ccc(-n2c(O)c(/C=N/n3cnnc3)c3ccccc3c2=O)cc1
→ 0&0	0.8&0.1	4&13	100&103	3&0	22&18	19&8	101&103	-110&-46	101&107	8
O=C(Cn1ccc([N+](=O)[O-])n1)N1CCCc2ccccc21
→ -2	0.2	22	100	0	34	12	102	20	103	-9
O=C(NCC1CCCO1)c1cc2n(n1)C(C(F)(F)F)CC(c1ccc(F)cc1)N2 (stereo unspecified)
→ -2	0.8	3	102	36	20	27	104	-90	103	-1
CC(=O)Nc1ccc(NC(=O)COC(=O)Cc2c[nH]c3ccccc23)cc1
→ -4	-0.3	19	106	9	10	6	104	-1	105	·
C#CC1(NC(=O)NC(=O)c2c(F)cccc2F)CCCCC1
→ ·	·	5	?	·	·	6	98	-9	100	3
O=C(CCN1C(=O)COc2ccccc21)N1CCCCC1
→ 0	0.2	-17	101	1	5	7	100	-21	103	10
COc1ccc(OC)c(-n2c(-c3ccc(C)cc3)n[nH]c2=S)c1
→ -5	0.3	8	104	1	19	8	96	-20	104	·
Cc1ccc(-n2nc(CC#N)c(C#N)c2N)cc1
→ 1	0.5	5	97	3	12	19	100	-13	101	·
Cc1nn(C)c(C)c1Nc1ccc(N2C(=O)C3CC=CCC3C2=O)cc1[N+](=O)[O-] (stereo unspecified)
→ -6	3.0	7	100	2	21	6	103	-40	104	-4
O=C(CN(Cc1ccccc1Cl)C(=O)c1ccc(CN2CCOCC2)o1)NCc1ccccc1
→ 0	1.2	14	97	3	14	15	101	-38	94	·
CCn1nc(C(=O)OCC(=O)c2c[nH]c3ccccc23)c2ccccc2c1=O
→ 0	0.4	6	96	1	13	15	92	-34	103	·
CCOC(=O)N1CCN(CC(O)COCC2=CCC3CC2C3(C)C)CC1 (stereo unspecified)
→ -4	0.8	14	99	5	24	25	102	33	100	-10
O=C(C1CCCO1)N1CCN(C(=S)Nc2ccc(Cl)c(Cl)c2)CC1 (stereo unspecified)
→ -2	-0.7	0	109	0	11	9	110	-22	104	5
Cc1ccc(NC(=O)c2snc3ccc(Cl)cc23)cc1C
→ -4	0.1	-1	103	4	10	10	99	-10	105	-8
O=c1c(Cl)c(N2CCOCC2)cnn1-c1ncc(C(F)(F)F)cc1Cl
→ 1	0.6	7	?	5	15	8	94	-25	91	-10
O=C(O)/C=C/c1cccc(NS(=O)(=O)c2ccccc2)c1
→ -6	0.3	20	110	0	8	15	105	-28	110	·
CCCNS(=O)(=O)c1ccc(-n2cnnn2)c(OC)c1
→ -4	0.0	-12	100	0	16	10	101	-23	104	-16
NC(=S)N=Nc1c(O)n(C2OC(=O)c3ccccc32)c2ccccc12 (stereo unspecified)
→ -5	0.1	4	92	0	34	14	91	-45	94	·
CC(C)c1ccc(NS(=O)(=O)c2ccc(N3C(=O)CCC3=O)cc2)cc1
→ ·	·	-5	?	·	·	2	99	-13	100	11

(further entries)
Values run as follows: Bim-Mcl-1	ABCB1 inh	Mcl1 Noxa PPI	RGS7-Gao reg	ABCG2 inh	GSH bead fluor	Avidin fluor	RGS8-Gao	Mcl1-Bid inh	RGS4-Gao reg	Pf gamet viab
CCOC(=O)CCNC(=O)Nc1ccc2nc(C)n(Cc3ccc(Cl)cc3)c(=O)c2c1
→ 2	1.0	3	100	33	15	19	98	-12	98	-13
COc1cc2[nH]c(=S)n(CCN3CCOCC3)c(=O)c2cc1OC
→ -1	4.2	36	99	·	33	9	102	3	102	·
CCN(CC)S(=O)(=O)c1ccc(Cl)c(NC(=O)CSc2cccc[n+]2[O-])c1
→ ·	·	0	?	·	·	4	100	-5	98	-8
CC(Sc1ccsc1[N+](=O)[O-])C(=O)NCc1ccccc1 (stereo unspecified)
→ -5	1.1	2	99	11	12	16	103	4	95	·
Cc1ccc(NC(=O)CCc2c(C)nc3ncnn3c2C)cc1
→ 0	0.4	6	97	3	23	36	100	-11	96	-10
CNC(=O)C(NC(=O)CNC(=O)c1ccc(Cl)cc1)C(C)(C)C (stereo unspecified)
→ -2	0.2	-1	106	-1	21	8	103	-43	103	-1
CCOc1cccc(CNCc2cccnc2)c1OCc1ccccc1
→ -4	0.3	31	106	0	13	15	104	-7	103	4
CCn1cc(Br)c(C(=O)Nc2ccc(C(=O)OC(C)C)cc2)n1
→ 2	1.6	-14	99	15	16	10	101	4	96	16
Cc1ccccc1-n1nc(-c2cccnc2)cc1C(=O)N/N=C/c1ccncc1
→ -1	0.4	13	?	24	16	9	102	-16	103	-17

Screening data as filed in PubChem BioAssay.
